Rab2 wt GTP: modulators of GTP binding to Rab2A wildtype, primary screen, biochemical, dog, bead-based flow cytometry, multiplex | hit rate 0.19% among 190,000 | GST-Rab2 wt beads, Bodipy-GTP binding | GTP binding activity, % at 10 µM | AID 760, 2007;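 active means GTP binding activity at least 20 points away from 100%, either lowered or raised; inconclusive means signal likely due to the compound's own green fluorescence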;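 further: 0% = beads with excess unlabeled GTP and 100% = no-compound control corrected for plate trend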
ABCB1 block: ABCB1 efflux pump inhibitors, primary screen, cell-based, multiplex, flow cytometry, ABCG2 counter-screen; CCRF-Adr cells, JC-1 efflux; inhibition, % at 6.6 µM; hit rate 0.067% among 190,000; AID 1326, 2008; in the data active means inhibition above about 40%;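 further: 0% = vehicle and 100% = reference inhibitor; higher value means more JC-1 retained so stronger ABCB1 efflux block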
Rac1 wt GTP bind: wildtype Rac1 GTP binding modulators, primary screen, biochemical, GST-Rac1 beads, flow cytometry, multiplex | fluorescent GTP binding; actives lie on both sides; 0 = cold GTP competed, 100 = untreated | GTP binding activity (% of control), % at 10 µM | hit rate 0.27% among 190,000 | Ras-related C3 botulinum toxin substrate 1 (Homo sapiens), P63000;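 active means GTP binding activity at least 20 points away from the 100% control level, either lower or higher; inconclusive means compound flagged as likely green fluorescent, judged across all proteins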
HRas wt GTP: modulators of GTP binding to HRas wildtype, primary screen, biochemical, bead-based flow cytometry, multiplex | GTP binding activity, % at 10 µM | hit rate 0.14% among 190,000 | GST-Ras wt beads, Bodipy-FL-GTP binding; actives lie on both sides;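 active means GTP binding activity at least 20% away from the 100% baseline, either lowered as inhibitor or raised as activator; inconclusive means flagged as likely green fluorescent, judged across all proteins in the well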;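 further: 0% = unlabeled GTP competition control and 100% = no-compound control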
Cdc42 wt GTP: modulators of GTP binding to wildtype Cdc42, primary screen, biochemical, multiplex bead flow cytometry, Bodipy-GTP | Cell division control protein 42 homolog (Homo sapiens), P60953 | GST-Cdc42 beads; actives lie on both sides | hit rate 0.2% among 190,000 | percent activity (GTP binding), % at 10 µM;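 active means percent activity GTP binding at least 20 points away from the 100% baseline, either down as inhibitor or up as activator; inconclusive means compound flagged as likely green fluorescent from well-wide comparison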;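 further: median bead fluorescence of bound Bodipy-FL-GTP at 100 nM; 0% = excess unlabeled GTP control and 100% = no compound control; below 100% means less GTP binding so inhibitor and above means activator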
Mcl1-Noxa inh: Mcl-1/Noxa binding inhibitors, primary screen, biochemical, TR-FRET, 1536-well; TR-FRET Mcl-1/Noxa peptide binding, 2 h; inhibition, % at 21.7 µM; hit rate 1.5% among 220,000; Induced myeloid leukemia cell differentiation protein Mcl-1 (Homo sapiens), Q07820; AID 1022, 2008;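 active means compounds that cut the protein-peptide binding signal by more than 50% relative to plate controls in a single-dose test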;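 further: His-tagged Mcl-1 with rhodamine Noxa BH3 peptide and terbium anti-His antibody; 0% = Mcl-1 plus Noxa peptide wells and 100% = peptide-only wells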
Target sequence (Q07820 whole entry, looked up): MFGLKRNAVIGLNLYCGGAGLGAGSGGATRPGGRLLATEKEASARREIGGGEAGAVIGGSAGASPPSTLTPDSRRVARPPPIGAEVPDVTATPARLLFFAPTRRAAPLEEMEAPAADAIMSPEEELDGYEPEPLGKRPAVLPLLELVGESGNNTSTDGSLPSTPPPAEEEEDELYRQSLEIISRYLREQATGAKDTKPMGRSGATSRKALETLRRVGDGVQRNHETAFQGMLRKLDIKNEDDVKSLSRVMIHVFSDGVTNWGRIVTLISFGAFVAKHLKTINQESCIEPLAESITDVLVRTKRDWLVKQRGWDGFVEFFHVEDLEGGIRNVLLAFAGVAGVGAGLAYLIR
ABCG2 block: ABCG2 efflux pump inhibitors, primary screen, multiplex with ABCB1, IgMXP3 cells, flow cytometry. Broad substrate specificity ATP-binding cassette transporter ABCG2 (Homo sapiens), Q9UNQ0. JC-1 efflux. inhibition, % at 6.6 µM. hit rate 0.1% among 190,000. AID 1325, 2008;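 active means inhibition above 80%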;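 further: 0% = DMSO and 100% = nicardipine control wells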
Target sequence (Q9UNQ0 whole entry, looked up): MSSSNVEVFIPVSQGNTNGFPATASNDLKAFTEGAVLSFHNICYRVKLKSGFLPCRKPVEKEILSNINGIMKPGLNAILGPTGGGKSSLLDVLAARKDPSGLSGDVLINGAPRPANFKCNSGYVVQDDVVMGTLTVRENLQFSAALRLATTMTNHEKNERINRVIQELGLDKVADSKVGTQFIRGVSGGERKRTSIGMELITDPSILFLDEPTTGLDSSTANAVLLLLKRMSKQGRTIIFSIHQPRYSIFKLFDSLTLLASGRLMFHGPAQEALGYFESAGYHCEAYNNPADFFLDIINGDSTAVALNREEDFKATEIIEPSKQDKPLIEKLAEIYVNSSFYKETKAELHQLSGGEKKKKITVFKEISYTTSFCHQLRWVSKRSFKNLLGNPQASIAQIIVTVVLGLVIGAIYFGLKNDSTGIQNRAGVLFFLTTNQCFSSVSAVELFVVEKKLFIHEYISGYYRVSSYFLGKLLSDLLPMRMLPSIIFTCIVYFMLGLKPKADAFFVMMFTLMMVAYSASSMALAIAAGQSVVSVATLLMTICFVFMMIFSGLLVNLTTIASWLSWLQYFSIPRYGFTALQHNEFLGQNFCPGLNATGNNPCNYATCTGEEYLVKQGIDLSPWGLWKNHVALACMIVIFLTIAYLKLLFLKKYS
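Times: 10 min at 25 °C | Test system: Two drug-resistant human cell lines, ABCG2 and ABCB1 | Quantity: 3 million cells/mL final, two lines in 1:1 ratio | Signal: Flow cytometry, 530 nm JC-1 signal | Dosing: Compound at 6.6 µM | Controls: Nicardipine and DMSO wells | Reagent: JC-1 as fluorescent efflux pump substrate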
Avidin fluor: green autofluorescence of compounds with avidin beads – biophysical, 488/530 nm, flow cytometry, artefact control, profiling panel; compound fluorescence 488/530 nm; active compounds read high; fluorescence (KMESF) at 10 µM; hit rate 0.38% among 220,000; in the data active means fluorescence above about 47; further: inactives centre near 10
Rac1 act GTP bind: GTP binding modulators of activated mutant Rac1, primary screen, biochemical, bead-based flow cytometry, multiplex, fluorescent GTP; percent activity (GTP binding), % at 10 µM; GST-Rac1 activated beads; actives lie on both sides; 100% means binding = to untreated wells; hit rate 0.11% among 190,000; AID 764, 2007; Ras-related C3 botulinum toxin substrate 1 (Homo sapiens), P63000;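 active means GTP binding at least 20 percentage points away from the 100% baseline, in either direction, so actives lie on both sides; inconclusive means Compound likely fluorescent itself, or too few beads counted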
Pf gametocyte: late stage P. falciparum gametocyte viability inhibitors, primary screen, ATP luminescence, HTS; P. falciparum stage V gametocytes, 24 h; inhibition, % at 10.9 µM; hit rate 0.065% among 150,000;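 active means inhibition above the mean plus 3 SD of compounds within the control limits, set per campaign, cut at about 38% in these data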;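 further: 0% = DMSO wells and 100% = medium only without gametocytes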
Rab7 wt GTP bind: modulators of GTP binding to Rab7, primary screen, biochemical, wildtype, multiplex bead flow cytometry; Rab7 GTPase wild type (dog), Bodipy-FL-GTP binding; GST-Rab7 beads, fluorescent GTP binding; actives lie on both sides; untreated = 100%, excess cold GTP = 0%; GTP binding activity (percent of control), % at 10 µM; hit rate 0.055% among 190,000;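 active means fluorescent GTP binding to Rab7 beads changed by at least 20 points from the 100% baseline, either direction, mostly lower; inconclusive means compound itself probably fluorescent, or too few beads counted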;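 further: median green fluorescence of bound Bodipy-FL-GTP per Rab7 bead population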
The depositor's hits bear a star; u = inconclusive; x = no result given. Only part of the results is shown; count on the stated rates, not on these rows.

Each structure is followed by: Rab2 wt GTP	ABCB1 block	Rac1 wt GTP bind	HRas wt GTP	Cdc42 wt GTP	Mcl1-Noxa inh	ABCG2 block	Avidin fluor	Rac1 act GTP bind	Pf gametocyte	Rab7 wt GTP bind
- Cn1c(=O)cc(SCC(=O)N2CCC3(CC2)OCCO3)c2ccc(Cl)cc21
 : 98.0	0.0	100.0	98.0	101.0	6.4	23.5	17	100.0	2.0	96.0
- Nc1ccccc1C(=O)OCC(=O)c1ccc2c(c1)OCCO2
 : 94.0	0.3	99.0	95.0	94.0	8.3	2.1	2	96.0	22.2	95.0
- O=c1c2ccccc2nc(-c2ccccc2)n1-n1cccc1
 : 98.0	-0.1	100.0	97.0	98.0	-12.1	-1.0	6	97.0	x	97.0
- O=C(CN1CC=C(c2ccccc2)CC1)NC(=O)NC1CCCCC1
 : 94.0	0.9	98.0	95.0	97.0	4.3	1.4	7	96.0	-8.5	96.0
- CC(=O)N1CC(=O)Nc2ccc(Cl)cc2C1c1ccc(F)cc1 (stereo not given)
 : 100.0	-0.3	101.0	102.0	99.0	-16.5	-0.1	2	98.0	x	102.0
- O=c1c2ccccc2nc(/C=C/c2ccc(O)cc2)n1-c1cccc(O)c1
 : 96.0	0.5	95.0	95.0	97.0	2.4	2.5	11	95.0	x	97.0
- O=C(O)C(O)(c1ccccc1)C1CCCC1 (stereo not given)
 : 100.0	0.1	105.0	102.0	99.0	1.2	0.4	10	97.0	x	99.0
- CC(Cc1ccccc1)[n+]1cc(/N=C(\N)[O-])on1 (stereo not given)
 : 105.0	2.6	99.0	101.0	102.0	-7.5	15.5	10	99.0	15.7	98.0
- Cc1ccc(N2C(=O)NC(=O)/C(=C\c3ccc([N+](=O)[O-])o3)C2=O)cc1
 : 90.0	-1.5	88.0	89.0	85.0	69.7*	-4.6	9	86.0	x	101.0
- O=C(O)c1cn(Cc2ccccc2)nc1-c1ccccc1
 : 109.0	0.5	100.0	102.0	104.0	15.2	1.4	15	101.0	-0.5	100.0
- COc1ccccc1OCC#CCN1CCCCCC1
 : 97.0	-0.4	99.0	97.0	95.0	20.5	8.1	10	95.0	17.2	101.0
- COc1ccc(S(=O)(=O)N2CC3CC(C2)c2cccc(=O)n2C3)cc1 (stereo not given)
 : 99.0	3.8	100.0	101.0	97.0	-7.2	28.8	11	98.0	x	103.0
- c1ccc2c(CN3CCN(C4CCCCC4)CC3)c[nH]c2c1
 : 95.0	0.8	95.0	95.0	96.0	-11.0	5.2	30	94.0	x	94.0
- O=C(c1cccc(C(F)(F)F)c1)C1CCCN(Cc2ncc[nH]2)C1 (stereo not given)
 : 98.0	-0.1	100.0	99.0	97.0	-12.4	-0.1	8	95.0	-3.7	103.0
- COc1ccc2nc(/N=C/c3c(O)n(-c4cccc(Cl)c4)c(=O)[nH]c3=O)sc2c1
 : 98.0	0.0	102.0	98.0	96.0	15.3	-0.4	30	98.0	-24.5	98.0
- O=C(CSC1c2ccccc2-c2ccccc21)N/N=C/c1ccccc1C(=O)O
 : 94.0	0.2	91.0	95.0	94.0	16.8	0.2	6	94.0	-3.9	93.0
- NC(=O)CN1CCCC1=O
 : 101.0	-1.0	99.0	98.0	100.0	2.8	1.1	4	98.0	x	97.0
- Cc1cc(/C=C2\C(=O)NC(=O)N(c3ccc(F)cc3)C2=O)c(C)n1-c1ccc(C(=O)O)cc1
 : 94.0	-0.3	94.0	94.0	91.0	-2.9	-0.7	9	90.0	x	97.0
- Cc1ccc(N2C(=O)CC(=O)NC2=O)cc1
 : 100.0	-0.7	100.0	103.0	103.0	-3.2	-2.0	17	100.0	x	101.0
- Cc1cc(NC(=O)COC(=O)c2c(C)nn(Cc3ccccc3)c2Cl)no1
 : 104.0	0.6	104.0	103.0	107.0	-2.1	0.8	17	101.0	x	103.0
- CCOP(=O)(OCC)C(NC(=O)c1ccccc1C)C(Cl)(Cl)Cl (stereo not given)
 : 101.0	0.4	106.0	102.0	104.0	-1.7	1.8	9	100.0	21.4	103.0
- O=C1CN=C(c2ccccc2)c2ccccc2N1Cc1ccc(C(F)(F)F)cc1
 : 99.0	1.6	100.0	98.0	97.0	-2.6	4.2	15	98.0	x	95.0
- CN1C(=O)C(=Cc2ccc(N3CCOCC3)c([N+](=O)[O-])c2)C(=O)N(C)C1=O
 : 95.0	-2.3	93.0	95.0	91.0	10.4	-9.5	7	91.0	x	97.0
- O=c1[nH]c(=O)n(Cc2ccccc2)c(O)c1C=NCCN1CCNCC1
 : 98.0	0.5	104.0	100.0	102.0	14.9	8.6	20	101.0	x	99.0
- Cc1ccccc1Cc1c(C)nc2nc(SCC(=O)N3CCC4(CC3)OCCO4)nn2c1C
 : 89.0	0.4	91.0	90.0	87.0	-12.5	0.4	2	89.0	4.6	92.0
- CC(C)n1c(=O)c(C=Nc2ccc(Br)cc2)c(O)n(Cc2ccco2)c1=O
 : 96.0	-1.2	106.0	98.0	101.0	-23.8	-8.4	6	98.0	-6.0	99.0
- COc1cc2[nH]c(=O)n(-c3cccc(Cl)c3)c(=O)c2cc1OC
 : 93.0	0.1	95.0	96.0	96.0	-5.8	9.2	9	95.0	x	93.0
- O=C1NC(=O)[C@]2(Cc3ccccc3N3CCN(c4ccccc4)CC32)C(=O)N1Cc1ccccc1 (stereo not given in full)
 : 98.0	0.8	105.0	99.0	100.0	-13.3	1.1	37	97.0	-24.1	101.0
- Cc1cc(/C=C2/C(=O)NC(=O)N(Cc3ccco3)C2=O)c(C)n1-c1ccccc1
 : 90.0	-0.7	87.0	91.0	81.0	25.2	-6.2	17	90.0	6.2	93.0
- Cc1c(NP(=O)(C(C)(C)C)C(C)(C)C)c(=O)n(-c2ccccc2)n1C
 : 97.0	0.6	101.0	98.0	96.0	8.9	6.1	21	95.0	3.4	107.0
- OC1CCCCC1N1CCC(c2ccccc2)CC1 (stereo not given)
 : 101.0	-0.1	100.0	100.0	103.0	22.3	0.5	7	102.0	x	101.0
- COc1ccc(C=O)cc1O
 : 100.0	0.7	104.0	102.0	109.0	5.4	7.8	10	97.0	x	99.0
- c1ccc2c(CN3CCCCCCC3)c[nH]c2c1
 : 103.0	0.3	108.0	105.0	108.0	-2.7	1.1	17	102.0	20.1	103.0
- CC(C)(C)n1cccc1/C=C1\C(=O)NC(=O)N(c2ccccc2)C1=O
 : 102.0	0.2	104.0	103.0	104.0	3.5	2.5	5	101.0	-12.6	105.0
- Cn1c(O)c(C=Nc2ccc(Cl)cc2)c(=O)n(C)c1=O
 : 100.0	0.0	100.0	100.0	103.0	-5.5	1.7	5	101.0	5.1	94.0
- O=C(O)C1CSC(c2cccnc2)N1 (stereo not given)
 : 97.0	0.2	93.0	98.0	100.0	4.8	2.2	28	96.0	-4.5	96.0
- Nc1c(C(=O)NCc2ccco2)c2nc3ccccc3nc2n1CCN1CCCCC1
 : u	2.1	u	u	u	49.7	18.7	8	u	x	u
- CC(C)C(C)(NC(=O)c1cccn(Cc2ccc3c(c2)OC(F)(F)O3)c1=O)C(N)=O (stereo not given)
 : 96.0	0.6	99.0	98.0	94.0	0.0	2.5	10	94.0	x	98.0
- Cc1ccccc1-n1c(O)c(/C=N/Nc2nc3c(c(=O)n(C)c(=O)n3C)n2C)c(=O)[nH]c1=S
 : 92.0	-0.8	89.0	93.0	95.0	-30.5	-2.7	1	96.0	3.7	95.0
- COC(=O)C(O)(c1ccc2c(c1)CCCN2)C(F)(F)F (stereo not given)
 : 101.0	-0.3	107.0	99.0	106.0	-1.4	-1.3	33	100.0	-19.4	99.0
- S=C1CN=C(c2ccccc2Cl)c2cc(Cl)ccc2N1
 : 98.0	0.0	100.0	99.0	99.0	1.9	0.6	5	99.0	-0.4	98.0
- CCCNS(=O)(=O)c1ccc(OCC(=O)N2CCN(Cc3ccc4c(c3)OCO4)CC2)cc1
 : 101.0	-0.2	108.0	104.0	105.0	-8.7	-2.0	9	103.0	10.9	101.0
- CN(C)CP(=O)(Nc1ccccc1)N(C)C (stereo not given)
 : 98.0	-0.2	99.0	100.0	99.0	11.6	0.1	10	95.0	x	97.0
- CCc1cccc(CC)c1NC(=S)N1CC2CC(C1)c1cccc(=O)n1C2 (stereo not given)
 : 101.0	0.7	103.0	100.0	101.0	-8.6	2.3	13	98.0	5.0	100.0
- CN1CCc2c([nH]c3ccccc23)C1
 : 96.0	1.5	98.0	96.0	97.0	0.8	0.0	6	96.0	x	96.0
- COc1ccc(Br)cc1CN1CCN(C(=O)Cc2ccccc2)CC1
 : 100.0	x	102.0	100.0	101.0	22.1	x	3	99.0	x	98.0
- C=CCn1c(O)c(/C=N/N2CCOCC2)c(=O)[nH]c1=S
 : 97.0	0.3	98.0	96.0	97.0	11.7	13.2	7	96.0	8.8	96.0
- COC(=O)C(O)(c1ccc(N(C)C(=O)c2cccs2)cc1)C(F)(F)F (stereo not given)
 : 102.0	-0.4	102.0	101.0	100.0	5.2	4.7	9	95.0	11.8	101.0
- O=C1N(c2ccccc2)C(c2cccnc2)N2CCCN12 (stereo not given)
 : 99.0	0.1	95.0	97.0	97.0	6.7	0.1	4	98.0	22.4	98.0
- CCCCN(Cc1ccccc1)C1CCN(CCc2ccccc2)CC1
 : 102.0	10.8	108.0	103.0	104.0	50.7*	2.3	16	100.0	15.7	104.0
- O=C(Cn1c(=O)n(CC2CS2)c2ccccc21)N1CCCCC1 (stereo not given)
 : 96.0	0.6	100.0	95.0	95.0	14.1	0.0	7	95.0	9.3	97.0

Screening results as filed in PubChem.
